Exocytosis inh – blocks lytic granule exocytosis; AID 651702; TALL-104 LAMP-1 surface exposure, flow cytometry; cells stimulated with thapsigargin and PMA; inhibition, % at 10 µM; hit rate 0.66% among 360,000;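 active = inhibition above about 55%, limit read from the data; inconclusive = no clear call, values can overlap the other calls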
hiPSC survival – hiPSC single-cell survival enhancement | ATPlite luminescence; 100% = ROCK inhibitor wells, 0% = DMSO | survival enhancement, % at 20 µM | hit rate 0.044% among 360,000 | AID 602274; in the data active = survival enhancement above about 18%;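 note: cells exposed to compounds for 16 hours before the ATP read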
TRPM1 prom inh – MITF TRPM1 promoter inhibition in SK-MEL-5 cells | SK-MEL-5 TRPM1 promoter luciferase, 24 h | inhibition, % at 12.5 µM | hit rate 0.83% among 330,000 | AID 488899;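 active = mean inhibition across replicates of 60% or more, whatever share of single replicates reaches that level; inconclusive = some that reach 60%, reason not given; inactive = mean inhibition across replicates below 60%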; note: values of inactives mirror those of a sister screen read the other way
NR2E3 ag-1 – activates human photoreceptor nuclear receptor NR2E3. GST-NR2E3/biotin-RetCOR TR-FRET, 1536-well. hit rate 0.12% among 320,000. AID 2300. Q9Y5X4. inhibition of corepressor binding, % at 4.78 µM;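 active = percent inhibition above the cutoff of mean plus 3 SD of all tested compounds, set per screening campaign, cut at about 20% in these data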;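 note: 0% = DMSO wells and 100% = biotin wells as full block of FRET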
Target sequence (Q9Y5X4 whole entry, looked up): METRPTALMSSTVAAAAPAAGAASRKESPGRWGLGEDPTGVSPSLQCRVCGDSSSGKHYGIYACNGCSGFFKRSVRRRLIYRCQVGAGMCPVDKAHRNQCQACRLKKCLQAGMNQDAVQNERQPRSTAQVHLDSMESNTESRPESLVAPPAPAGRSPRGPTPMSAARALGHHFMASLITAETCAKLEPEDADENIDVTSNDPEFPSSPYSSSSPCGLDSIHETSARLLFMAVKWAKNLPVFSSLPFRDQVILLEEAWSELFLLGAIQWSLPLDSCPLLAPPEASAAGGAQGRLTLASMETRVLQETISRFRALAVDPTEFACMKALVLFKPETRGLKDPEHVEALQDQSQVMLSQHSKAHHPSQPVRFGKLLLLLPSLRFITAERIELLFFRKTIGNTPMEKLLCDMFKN
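Test system: GST-NR2E3 and biotin-RetCOR proteins | Quantity: 1.35 nM GST-tagged NR2E3 final | Medium: Tris pH 7.5 | Also added: 7 nM biotin-RetCOR | Dosing: Compound at 4.8 µM, single dose | Timing: 5 h at 4 °C | Detection: Time-resolved FRET | Read-out basis: Percent inhibition | Benchmarks: Biotin wells as high control, 0.6% DMSO wells as low control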
NR2E3 ag-2 – activates human NR2E3 receptor. Q9Y5X4. CHO-S Gal4-NCOR/VP16-NR2E3 two-hybrid, luciferase. inhibition of corepressor binding, % at 3.98 µM. hit rate 0.35% among 360,000. AID 602229;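 active = inhibition above the mean of all tested compounds plus 3 SD, cut at about 70% in these data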;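 note: 0% = DMSO with NR2E3 transfected cells and 100% = cells lacking NR2E3 construct; higher means lower luciferase signal from less NR2E3 corepressor binding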
PDI inh – PDI (human) enzyme inhibition | P07237 | PDI insulin aggregation turbidity, A650, 90 min | inhibition, % at 10 µM | hit rate 0.052% among 350,000 | AID 588391;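 active = mean inhibition across replicates of 30% or more, whatever share of single replicates reach that level; inconclusive = mean inhibition below 30% while every single replicate reaches 30%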;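 note: absorbance from insulin aggregation driven by PDI reduction with DTT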
Target sequence (P07237 whole entry, looked up): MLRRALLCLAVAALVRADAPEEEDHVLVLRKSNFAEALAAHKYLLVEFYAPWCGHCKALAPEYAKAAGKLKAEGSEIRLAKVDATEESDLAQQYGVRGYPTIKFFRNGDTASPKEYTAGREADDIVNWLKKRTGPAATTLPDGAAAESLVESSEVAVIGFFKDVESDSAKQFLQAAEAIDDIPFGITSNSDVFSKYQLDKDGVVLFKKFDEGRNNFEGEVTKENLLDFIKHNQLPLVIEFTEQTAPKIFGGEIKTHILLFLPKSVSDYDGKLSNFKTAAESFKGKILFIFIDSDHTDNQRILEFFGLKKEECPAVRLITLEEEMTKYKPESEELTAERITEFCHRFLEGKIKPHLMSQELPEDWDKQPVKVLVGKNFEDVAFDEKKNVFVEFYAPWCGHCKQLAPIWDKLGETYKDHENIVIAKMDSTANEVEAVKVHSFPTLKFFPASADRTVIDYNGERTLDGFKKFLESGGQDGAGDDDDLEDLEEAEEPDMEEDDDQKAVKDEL
Vif imaging – HIV Vif inhibition | HEK293T cells, Vif self-association by quenched fluorescence, imaging, 24 h | inhibition, % at 7.49 µM | hit rate 0.35% among 340,000 | AID 602346; in the data active = inhibition above about 50%, passing the limit was not always enough; inconclusive = no clear call, values can overlap the other calls; inactive = below about 31%; note: some results filed as inactive read as strong as hits
CaV13 ICDI inh – Disruptors of the CACNA1D IQ motif to Ca2+-dependent inactivation inhibitor domain association, primary screening, Förster resonance energy transfer in intact living …; HEK cells, CFP/YFP FRET ICDI-IQ, plate reader, 10 min; percent FRET-ratio fall versus neutral wells; inhibition, % at 12.3 µM; hit rate 0.098% among 340,000;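 active = mean replicate inhibition of at least 30% and at least 1% of replicates passing that level; inconclusive = only one of the two criteria is met; inactive = neither criterion is met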;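 note: 0% = median of the neutral control wells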
Peg3 promoter – Peg3 promoter activity inhibition | HeLa PEG-Prom luciferase reporter, luminescence, overnight | inhibition, % at 20 µM | hit rate 1.7% among 360,000;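 active = inhibition of at least 50% at 20 µM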
aDG glyco up – alpha-DG glycosylation activation. activation, % at 10 µM. Pro5-aDG cells, alpha-DG glycosylation AlphaScreen (IIH6); 0% Pro5, 100% B10-LARGE cell signal. hit rate 0.22% among 360,000;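 active = activation of at least 8% versus controls, or a plate z-score of at least 8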;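 note: Pro5 are CHO cells carrying HIG-tagged alpha-DG that lacks glycosylation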
HIF-2a inh – inhibitors of HIF-2a; AID 624352; 786-0 RCC cells HIF-2a reporter, luciferase luminescence, overnight; hit rate 0.72% among 360,000; inhibition, % at 18.8 µM;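 active = inhibition of the luminescence signal of 40% or more relative to plate controls, in a single-dose primary screen at 18.75 µM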
* = called active by the depositor; ? = inconclusive; · = no result given.

SMILES | Exocytosis inh | hiPSC survival | TRPM1 prom inh | NR2E3 ag-1 | NR2E3 ag-2 | PDI inh | Vif imaging | CaV13 ICDI inh | Peg3 promoter | aDG glyco up | HIF-2a inh
CCc1cc(-c2n[nH]c(C)c2-c2nc3ccccc3s2)c(O)cc1OCC(=O)NN | 0 | 0.4 | 7 | 4 | 3 | 11 | 0 | -6 | 8 | -0.1 | 18
CC(=O)Nc1ccc(S(C)(=O)=O)c(C)c1 | -3 | -0.6 | 2 | -2 | -19 | -3 | -15 | -2 | 5 | -0.2 | 4
CCCCNC(=O)c1cnc(Cc2c[nH]c3ccccc23)c(I)c1 | 0 | -1.7 | · | · | -16 | 1 | -5 | -8 | -16 | 0.5 | -64
CCc1ccccc1NNC(=O)c1cc(C)on1 | -7 | -0.7 | -2 | 0 | 17 | 2 | -2 | -4 | 4 | -0.1 | 15
Cc1cc(Cl)cc(Br)c1OCCCNCC(C)O (configuration not stated) | -3 | 0.3 | -1 | -1 | -3 | -7 | -8 | -7 | 2 | 0.0 | 4
Cc1c(C(=O)O)oc2c3c(ccc12)OCCO3 | -2 | -0.7 | 1 | 6 | 22 | -3 | 10 | 1 | 5 | -0.3 | 7
Cc1ccc(-c2cc(C(=O)Nc3ccncc3)c3ccccc3n2)cc1 | 9 | -0.5 | -15 | 0 | -52 | 6 | · | -2 | -22 | 0.7 | -132
Cc1cc(C)cc(NC(=O)Cn2c(=O)oc3cc(S(=O)(=O)N4CC(C)CC(C)C4)ccc32)c1 (configuration not stated) | 0 | -4.4 | 19 | -1 | 25 | 16 | -16 | -5 | 27 | -0.1 | 12
CN1CCCC(CC2c3ccccc3Sc3ccccc32)C1 (configuration not stated) | 1 | -3.1 | -8 | -1 | 0 | 1 | -2 | -5 | 60* | 1.2 | -8
CN1CCN(C(=O)CN(C)S(=O)(=O)c2cc(Cl)ccc2Cl)CC1 | -6 | -0.2 | -3 | 1 | -40 | -1 | -1 | -7 | -3 | 0.0 | 8
C[C@@H](NC(=O)c1nc[nH]c1C(=O)OCc1ccccc1)c1ccccc1 | -1 | -3.5 | 8 | -3 | -15 | 2 | -12 | -5 | 21 | -0.1 | 2
CCOC(=O)C1CCN(C(=O)c2[nH]c(C(F)(F)F)nc2-c2ccccc2)CC1 | -1 | 4.0 | · | · | -5 | · | · | -7 | 14 | 0.0 | 5
COc1ccc(OC)c(N2C(=O)CC(NNC(=O)c3ccc4c(c3)OCO4)C2=O)c1 (configuration not stated) | -3 | 4.6 | 5 | · | 1 | -3 | 15 | -6 | 11 | -0.2 | 2
CCOc1ccc2nc(NS(=O)(=O)Cc3ccccc3)sc2c1 | -1 | -0.2 | 2 | 1 | -91 | ? | 106* | -6 | -115 | -0.2 | -130
O=C(COC(=O)c1ccc(Cl)cc1O)NCCN1C(=O)CSC1=O | 2 | 1.3 | -1 | 5 | 16 | -8 | -8 | -6 | -2 | 0.5 | 7
O=C(Cc1ccc([N+](=O)[O-])cc1)OCc1ccc([N+](=O)[O-])cc1 | 6 | 0.7 | 4 | -2 | -18 | -29 | 7 | -5 | 1 | 0.4 | 4
CC(C)c1ccc(NNC(=O)C2CCC2)cc1 | -8 | 2.6 | 6 | 3 | -5 | -1 | -4 | -4 | 8 | -0.2 | 14
O=C(O)CCC(=O)NNc1nc(-c2ccccc2)c2cc(Cl)ccc2n1 | -12 | 0.5 | -4 | -2 | -19 | -9 | -9 | -3 | -11 | -0.1 | 8
O=C(N/N=C\c1cc(Br)cs1)c1ccncc1 | 2 | -0.8 | -2 | 2 | -4 | 29 | -8 | -10 | -5 | 0.1 | 9
Cc1nc2c(=O)n(C)c(=O)n(C)c2nc1Cl | 18 | 4.2 | 43 | 5 | 10 | 3 | 5 | -5 | 108* | -0.2 | 39
CCCCn1c(N)c(N(CC(C)C)C(=O)CN(C)S(=O)(=O)c2ccc(NC(C)=O)cc2)c(=O)[nH]c1=O | -3 | 0.1 | 1 | -2 | 18 | 12 | 13 | -4 | 2 | -0.1 | 11
Cn1cnc2c(N/N=C/c3cccs3)ncnc21 | 16 | -0.3 | -92 | 4 | -56 | 3 | -4 | -5 | -111 | 0.2 | -98
COc1ncnc2c1N[C@@](C)(O)c1c(F)c(F)c(F)c(F)c1S2 | 1 | -2.4 | -4 | 3 | -13 | -8 | 7 | -7 | 2 | 0.8 | -4
CSc1ccccc1NC(=O)c1cccs1 | -1 | -1.5 | -6 | -1 | -5 | 0 | 2 | · | -22 | 0.2 | -12
CN1CCN(CCCN(Cc2ccco2)C(=S)Nc2ccc(Cl)cc2)CC1 | 0 | -0.6 | -3 | -1 | 29 | 2 | -11 | -4 | 8 | -0.3 | 9
O=C(c1ccc[nH]c1=S)N1CCN(S(=O)(=O)c2ccc(Br)cc2Cl)CC1 | 2 | 0.8 | -23 | 1 | -16 | -6 | 5 | -7 | -4 | 0.0 | 6
O=[N+]([O-])c1ccc2nc(CCCO)[nH]c2c1 | 3 | -0.4 | 1 | -1 | -4 | 9 | -1 | -3 | -1 | -0.3 | 22
Cc1cc(C)c2nc(N3CCN(C(=O)c4cccs4)CC3)sc2c1 | -3 | -0.4 | -3 | -2 | -25 | 0 | 9 | -5 | -71 | -0.1 | -82
Cc1cccc(Nc2ccc(NCc3ccccc3)nn2)c1 | -2 | -0.6 | -30 | -1 | -93 | 0 | 1 | -5 | -162 | 0.2 | -187
Cn1cc(S(=O)(=O)N2CCCC2)cc1C(=O)O | -3 | -0.5 | 2 | · | 2 | -3 | -7 | -6 | 16 | -0.4 | 6
COc1ccc(-c2ccc(/C=N/N3C(=O)C4C5C=CC(C6CC56)C4C3=O)o2)c([N+](=O)[O-])c1 (configuration not stated) | 14 | -0.4 | 1 | 2 | -3 | 16 | -3 | -7 | -3 | 0.2 | 2
O=C(Cn1cc(S(=O)(=O)N2CCN(c3ccccc3F)CC2)c2ccccc2c1=O)NCCCN1CCCCCC1 | -4 | -1.2 | -14 | 0 | 6 | 9 | 6 | · | 32 | -0.5 | -2
O=C(NCc1ccc(F)cc1)c1cc(C2CCCCN2C(=O)C2CCCCC2)on1 (configuration not stated) | -6 | 0.5 | · | · | -4 | -1 | -3 | -5 | 3 | 0.0 | 3
O=C1NC[C@@H](CCCCN2C[C@H](Cc3ccc(O)cc3)N(CCC3CCCCC3)C(=O)C2=O)N(CCC2CCCCC2)C1=O | -4 | -0.1 | · | · | -5 | · | · | -6 | · | -0.3 | 3
CC1CC(O)(CC(O)(c2ccccc2)c2ccccc2)C(C)CN1C (configuration not stated) | 0 | -0.5 | -5 | 2 | -10 | 0 | 17 | -21 | -5 | -0.1 | 13
COC(=O)C(CC(C)C)NC(=O)c1ccc([N+](=O)[O-])c(C)c1 (configuration not stated) | 0 | 0.6 | 27 | -2 | 1 | 3 | 9 | -4 | 18 | -0.1 | 5
CCOC(=O)c1ccc(NC(=O)CN2CCN(C(=O)c3ccco3)CC2)cc1 | 0 | 0.3 | 4 | 2 | 0 | -1 | -6 | -11 | 11 | 0.4 | 11
CCCCn1c(N)c(N(CCC(C)C)C(=O)C2CC(=O)N(c3ccc4c(c3)OCCO4)C2)c(=O)[nH]c1=O (configuration not stated) | -2 | -0.2 | 10 | 3 | -13 | 1 | 7 | -6 | 20 | -0.1 | 0
COc1ccc(OC)c(S(=O)(=O)N2CCCC(C(=O)N3CCOCC3)C2)c1 (configuration not stated) | -6 | -0.4 | -5 | 4 | 1 | 3 | -2 | -3 | -1 | 0.0 | 8
Cc1cc(C(=O)N/N=C/c2c(C)nn(-c3ccccc3)c2Cl)n[nH]1 | 15 | -0.3 | · | -3 | -50 | 9 | 71* | -20 | -76 | -0.1 | -124
CC1(C)OC2CC3C4CC=C5CC(O)CCC5(C)C4CCC3(C)C2(C(=O)CO)O1 (configuration not stated) | 1 | -1.5 | -10 | · | -31 | 9 | 6 | -15 | -35 | -0.2 | -8
Cc1cccn2c(=O)c3cc(C(N)=S)c(=N)n(CCCOC(C)C)c3nc12 | 6 | -2.8 | -4 | 3 | -8 | 3 | -11 | 34* | 11 | -0.2 | -19
CC(C)[C@@H](C(=O)N1CCN(C(=O)OC(C)(C)C)CC1)n1cc(CCO)nn1 | -3 | -1.0 | -10 | 2 | -17 | -4 | -5 | -10 | 2 | -0.1 | 10
CC(=O)Nc1ccc(NC(=O)CSc2nccn2Cc2ccccc2)cc1 | 0 | -1.7 | -8 | 5 | 0 | 12 | 5 | -4 | -15 | 0.3 | -35
CC1(C(=O)NS(=O)(=O)c2cccs2)CCN1C(=O)c1cccc(F)c1 (configuration not stated) | -3 | -3.4 | · | · | 15 | 4 | -8 | -15 | -32 | 0.0 | 4
COc1ccccc1C(=O)NC1CCN(C(=S)NCCc2ccccc2)CC1 | -3 | 1.2 | -4 | 1 | -3 | -6 | -2 | -6 | 7 | 0.0 | 10
CC1(C(=O)NS(=O)(=O)Cc2cccc(Cl)c2)CCN1C(=O)C1(c2ccc(Cl)cc2)CC1 (configuration not stated) | 0 | 3.3 | · | · | -2 | 7 | 2 | -5 | 19 | -0.3 | 13
CCc1ccc(NC(=O)C(=O)c2ccccc2NC(C)=O)cc1 | 1 | -0.4 | · | 2 | -122 | -10 | -7 | -4 | -250 | -0.3 | -315
O=C(NNc1nc2c(F)cc(F)cc2s1)C1=COCCO1 | 0 | -0.9 | 0 | 2 | -24 | 1 | -6 | -6 | 12 | 0.0 | 3
CCCCNC(=O)c1nc(C2CCN(S(=O)(=O)c3ccccc3C(F)(F)F)CC2)oc1-c1cccc(C(F)(F)F)c1 | 0 | 1.5 | · | · | -27 | · | · | -3 | 11 | 0.2 | 7
CC(C)C[C@H]1COc2cccc(N3CCSCC3)c2S(=O)(=O)N1 | 1 | -0.2 | · | · | -1 | · | · | -4 | · | 0.4 | 11
CC(C)CC1C(=O)N(Cc2cn(CCC3OCCCO3)nn2)CCS(=O)(=O)N1Cc1ccc(-c2ccncc2)cc1 (configuration not stated) | 0 | 2.4 | · | · | -42 | -7 | -4 | -5 | 14 | 0.3 | 0

Compounds listed so far with a CF3 group:
SMILES | Exocytosis inh | hiPSC survival | TRPM1 prom inh | NR2E3 ag-1 | NR2E3 ag-2 | PDI inh | Vif imaging | CaV13 ICDI inh | Peg3 promoter | aDG glyco up | HIF-2a inh
CCOC(=O)C1CCN(C(=O)c2[nH]c(C(F)(F)F)nc2-c2ccccc2)CC1 | -1 | 4.0 | · | · | -5 | · | · | -7 | 14 | 0.0 | 5
CCCCNC(=O)c1nc(C2CCN(S(=O)(=O)c3ccccc3C(F)(F)F)CC2)oc1-c1cccc(C(F)(F)F)c1 | 0 | 1.5 | · | · | -27 | · | · | -3 | 11 | 0.2 | 7

High-throughput results: PubChem BioAssay, several laboratories

No enrichment for hits; overall some 3.5% were active at least once.
